CCT modulator = changes cytosolic chaperonin activity; purified chaperonin ATPase assay, HTRF ADP detection, 30 min; activity change, % (no concentration beside the values), hits read low; 360,000 tested, 0.3% active; AID 651819; in the data active = activity change below about -30%; note: % is set by controls: 0 for no effect and ±100 for the full control effect
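ATPase activity: ADP formed was measured by HTRF Transcreener (665/615 nm ratio) after 30 min at 37 deg C with 10 uM ATP. Compounds screened at one 76 uM concentration against 40 or 20 nM TRiC in Tris pH 7.4/KCl/MgCl2/DTT buffer.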
Nrf2 inh = blocks Nrf2 signaling. A549 ARE-Fluc reporter, luciferase luminescence, 18-24 h. Potency, µM (highest dose often 46 µM), for inactives: top-dose activity change, negative = inhibition, actives largely listed as inhibitors. 360,000 tested, 2.1% active. AID 504444; note: potency is the fitted concentration of half-maximal effect; % is set by controls: 0 for no effect and ±100 for the full control effect; nearly all actives have a fitted effect of over 60% in size
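Reporter: ARE-Fluc in A549. Exposure: 18-24 h, 37 °C, 5% CO2, 5% FBS OPTI-MEM. Readouts: fluorescent cytotoxicity (CellTiter-Fluor), then luminescent Nrf2 signal after BugLite.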
TGFb inhibitor = inhibitors of TGF-b signaling. 410,000 tested, 1.2% active. Potency, µM (doses to about 46.1 µM), for inactives: at the highest dose activity, negative = inhibition, usual class: inhibitors. HepG2 CAGA-GFP TGF-b/SMAD3 reporter, GFP fluorescence, 18 h; TGF-beta stimulated, 500 pg/mL final; note: potency is the fitted concentration of half-maximal effect; % is set by controls: 0 for no effect and ±100 for the full control effect; nearly all actives have a fitted effect of over 65% in size
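HEPG2 CAGA-GFP, 1000 cells/well; 2 h settle, 37 C; cpd via pin tool; TGF-b 500 pg/mL final; 18 h, 37 C; GFP imaging ex488/em500-530; %Activity normalised to -TGF-b and +DMSO controls; CRC fit, curve class.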
EPAC2 antagonist = EPAC2 (human) antagonism. Q8WZA2. EPAC2 GEF exchange of Rap1B-BODIPY-GDP, fluorescence. Potency, µM (doses to about 114 µM), inactives show at the highest dose activity, negative = inhibition, hits mostly inhibitors. 360,000 tested, 0.18% active; note: potency is the fitted concentration of half-maximal effect; % is set by controls: 0 for no effect and ±100 for the full control effect; nearly all actives have a fitted effect of over 45% in size; many of its hits are not listed in these tables
Target sequence (Q8WZA2 whole entry, looked up): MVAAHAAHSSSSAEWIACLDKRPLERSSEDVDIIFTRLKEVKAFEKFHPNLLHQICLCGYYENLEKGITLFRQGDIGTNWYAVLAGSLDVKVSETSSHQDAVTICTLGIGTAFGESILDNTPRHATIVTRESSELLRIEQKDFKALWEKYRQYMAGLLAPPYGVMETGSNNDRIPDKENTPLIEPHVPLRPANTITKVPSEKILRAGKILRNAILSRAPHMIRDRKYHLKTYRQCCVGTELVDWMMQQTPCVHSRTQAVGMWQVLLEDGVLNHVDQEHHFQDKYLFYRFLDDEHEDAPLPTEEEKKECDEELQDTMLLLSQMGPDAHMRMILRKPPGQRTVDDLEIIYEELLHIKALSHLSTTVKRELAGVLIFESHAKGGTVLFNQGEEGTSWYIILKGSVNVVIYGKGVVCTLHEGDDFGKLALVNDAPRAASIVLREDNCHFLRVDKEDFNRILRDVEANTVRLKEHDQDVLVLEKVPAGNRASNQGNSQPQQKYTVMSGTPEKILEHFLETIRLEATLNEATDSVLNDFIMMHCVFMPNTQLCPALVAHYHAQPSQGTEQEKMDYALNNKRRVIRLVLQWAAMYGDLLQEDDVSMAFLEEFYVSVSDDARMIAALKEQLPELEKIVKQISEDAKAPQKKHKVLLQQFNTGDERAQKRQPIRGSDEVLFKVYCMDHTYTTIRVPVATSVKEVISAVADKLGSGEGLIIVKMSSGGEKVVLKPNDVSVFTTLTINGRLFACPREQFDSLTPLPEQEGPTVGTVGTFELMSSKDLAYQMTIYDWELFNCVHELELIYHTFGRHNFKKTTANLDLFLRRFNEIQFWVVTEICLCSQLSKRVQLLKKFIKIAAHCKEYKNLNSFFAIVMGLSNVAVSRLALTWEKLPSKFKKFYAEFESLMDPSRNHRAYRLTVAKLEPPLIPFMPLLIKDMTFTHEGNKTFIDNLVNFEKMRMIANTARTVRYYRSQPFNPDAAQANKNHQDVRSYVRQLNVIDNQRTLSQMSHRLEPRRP
Akt phos inh = inhibitors of Akt phosphorylation; Neuro2A IGF-stimulated pAkt S473 HTRF, 20 min; stronger effect = lower value; activity change, % for hits at 50 µM; AID 651550; 360,000 tested, 0.32% active; in the data active = activity change below about -80%; inconclusive = mostly about -51% to -80%; note: % is set by controls: 0 for no effect and ±100 for the full control effect
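Neuro2A cells in DMEM with 0.5% FBS, overnight at 37 deg C, given compound at single 50 µM final, then IGF (6 nM final) for 20 min at 37 deg C. Lysed; phospho-Akt Ser473 by HTRF after 24 h, 665/615 ratio.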
A549 tox = kills or reduces viability of A549 cells in Nrf2 counter-screen; AID 504648; 390,000 tested, 0.16% active; A549 ARE-Fluc cells, CellTiter-Fluor viability, 18-24 h; Potency, µM (highest dose often 46 µM), for inactives: at the top dose activity change, negative = cytotoxicity, actives largely listed as inhibitors; note: potency is the fitted concentration of half-maximal effect; % is set by controls: 0 for no effect and ±100 for the full control effect
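Cytotoxicity counterscreen: CellTiter-Fluor fluorescence was measured in A549 ARE_Fluc cells after 18-24 h of compound exposure in a concentration series. The subsequent BugLite luminescent read reports ARE-luciferase activity.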
EPAC2 agonist = activates human EPAC2 exchange factor | Q8WZA2 | EPAC2 activation, biochemical qHTS; response scale: 100% = 6.5 mM cAMP response | Potency, µM (highest dose often 154 µM), without a hit: at the top dose activation, actives largely listed as activators | 360,000 tested, 0.079% active | AID 720711; note: potency is the fitted concentration of half-maximal effect; nearly all actives have a fitted effect of over 50% in size
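Exchange assay: 100 nM EPAC2 with 250 nM Rap1B-BODIPY-GDP and 50 uM GDP. Fluorescence (ex 480/em 540 nm) read every 5 min for 30 min at room temperature. Data normalized to 6.5 mM cAMP as agonist control.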
Mm-Cpn inhibitor = blocks the Methanococcus maripaludis chaperonin Mm-Cpn. purified Mm-Cpn ATPase, ADP Transcreener TR-FRET. Potency, µM (highest dose often 76.9 µM), for inactives: at the highest dose activity, negative = inhibition, hits mostly inhibitors. 330,000 tested, 0.031% active. AID 504842; note: potency is the fitted concentration of half-maximal effect; % is set by controls: 0 for no effect and ±100 for the full control effect; nearly all actives have a fitted effect of over 80% in size
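Purified archaeal chaperonin (25 nM final) was preincubated with compound for 10 min at 37°C, then ATP (10 uM final) was added for 30 min at 37°C in Tris pH 7.4/KCl/MgCl2/DTT buffer. ADP was quantified by HTRF Transcreener TR-FRET.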
Nrf2 activator = activators of Nrf2 (ARE) signaling | AREc32 ARE-luciferase reporter (MCF7-derived line), luminescence, 24 h | Potency, µM (series often up to 46.1 µM), inactives show at the highest dose activation, actives largely listed as activators | AID 624171 | 410,000 tested, 0.31% active; note: potency is the fitted concentration of half-maximal effect; % of control where 0% means no effect; nearly all actives have a fitted effect of over 65% in size
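Each well held 1000 AREc32 cells, which were incubated with compound for 24 hr at 37 deg C after overnight attachment, and ARE reporter activity was quantified by firefly luciferase luminescence.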
* = called active by the depositor; i = inactive; u = inconclusive; x = no result given. Unless noted, calls come from the whole dose curve; as a rule, active = well fitted curve in the direction sought with a large enough effect; inconclusive = small, poorly fitted or top-dose-only effect, or another doubt; inactive = no such curve, though single readings can be large; an effect the other way counts as inactive or inconclusive.

1) CC(C)(C)NC(=O)C1c2ccccc2OCC(=O)N1CCc1ccccc1 (stereo not drawn)
2) Cc1ccc(-c2nnc(N(C)C(=O)c3cccnc3)s2)cn1
3) Cc1ccc(-c2nn[nH]n2)o1
4) Cc1ccccc1CN1CCN(CC(=O)NCc2ccccc2)C1=O
5) O=C(COc1ccc(Cl)cc1)NNC(=O)c1ccc2c(=O)n3c(nc2c1)CCC3
6) CCOC(=O)C1CCCN(C(=O)c2ccc(F)c(Cl)c2)CC1 (stereo not drawn)
7) O=C(Nc1ccc(N2CCOCC2)c(Cl)c1)c1ccc(Cl)cc1
8) CCn1nc(C)c(CN2CCc3c([nH]c4ccccc34)C2c2ccc(F)c(OC)c2)c1C (stereo not drawn)
9) CCOc1ccc(NS(=O)(=O)c2ccc(C)c(C(=O)NCCCn3ccnc3)c2)cc1
10) CCCCNc1ccc(C(CC(N)=O)NC(=O)Cc2cccc3ccccc23)cc1[N+](=O)[O-] (stereo not drawn)

compound no.	1	2	3	4	5	6	7	8	9	10
CCT modulator	0.2	1.0	-1.9	2.6	-3.1	-0.6	-0.1	0.8	0.9	-2.6
Nrf2 inh	x	6%	2%	11%	9%	x	-11%	u	-16%	-9%
TGFb inhibitor	x	7%	-22%	-14%	14%	0%	14%	-26%	0%	-5%
EPAC2 antagonist	-4%	-1%	11%	2%	1%	0%	-8%	-3%	-4%	-18%
Akt phos inh	i	i	i	i	i	i	i	i	i	i
A549 tox	x	2%	-1%	2%	-4%	x	-7%	-5%	3%	-10%
EPAC2 agonist	-7%	11%	-6%	7%	0%	-1%	6%	8%	8%	3%
Mm-Cpn inhibitor	x	-2%	-1%	-15%	0%	x	2%	-6%	4%	-3%
Nrf2 activator	2.8%	-0.2%	-0.8%	0.1%	3.3%	-0.6%	0.2%	15%	0.8%	-1.1%

11) Cc1ccc(S(=O)(=O)Nc2cccnc2)c(C)c1C
12) O=C(NCC(c1ccc(F)cc1)N1CCOCC1)c1ccccc1F (stereo not drawn)
13) CC(C(=O)NCC1CCCO1)N(C(=O)c1snc(C(N)=O)c1N)c1cccc(F)c1 (stereo not drawn)
14) Cn1c(=O)c2c(nc3n2CCCN3CCc2ccccc2)n(C)c1=O
15) O=C(CN(Cc1ccc(F)cc1)C(=O)c1csnn1)NCc1ccc2c(c1)OCO2
16) COc1ccc(CN(C)C(=O)CCCNC(=O)c2ccc(Cl)cc2)cc1
17) Cc1oc(-c2ccc(Cl)cc2)nc1CSCC(=O)NC1CCN(Cc2ccccc2)CC1
18) CC(=O)Oc1cc2c3c(c1)/C(=C1/SC(=S)NC1=O)C(=O)N3C(C)(C)C=C2C
19) O=C(COc1ccc(Cl)cc1)Nc1cc(S(=O)(=O)N2CCCCC2)ccc1N1CCCCC1
20) COc1ccccc1NC(=O)COc1ccc(C(=O)OCC(=O)N2CCCC2=O)cc1OC

compound no.	11	12	13	14	15	16	17	18	19	20
CCT modulator	1.6	-4.6	1.2	3.9	-3.7	-2.9	3.9	-1.9	-1.8	-1.4
Nrf2 inh	-26%	-18%	4%	-19%	-29%	u	u	-13%	0%	-4%
TGFb inhibitor	-3%	2%	19%	-7%	13%	-6%	u	u	4%	0%
EPAC2 antagonist	-4%	-5%	9%	-1%	-10%	-2%	-1%	-29%	7%	0%
Akt phos inh	i	i	i	i	i	i	i	i	i	i
A549 tox	1%	-1%	-8%	0%	u	-4%	-19%	-10%	2%	-3%
EPAC2 agonist	4%	1%	-7%	4%	4%	13%	-1%	-3%	8%	-1%
Mm-Cpn inhibitor	0%	-2%	1%	3%	-2%	0%	-4%	-5%	-14%	1%
Nrf2 activator	-0.7%	-0.1%	0.2%	0.4%	-0.9%	3.5%	2.4%	-0.4%	0.0%	0.1%

21) COc1ccc2[nH]c(C(=O)N3CCN(C)CC3)c(C)c2c1
22) c1c2c(cc3sc(N4CCCCC4)nc13)OCO2
23) Cc1ccc(NC(=O)CSc2nc(-c3ccco3)nc3cc(=O)[nH]n23)cc1C
24) COC(=O)c1cc(S(=O)(=O)NCCN2CCN(c3ccccc3F)CC2)c[nH]1
25) COc1ccc(CCNC(=O)c2cc3c(=O)n4ccccc4nc3n(C3CCCCC3)c2=N)cc1
26) O=C(N/C(=C/c1cccs1)C(=O)N1CCOCC1)c1ccco1
27) O=C1c2ccccc2C(Nc2ccc(F)c(Cl)c2)N1c1ccccn1 (stereo not drawn)
28) Cc1csc(SCC(=O)Nc2sccc2C#N)n1
29) COc1ccc(N2CCN(C3C(=O)c4ccccc4N3C(C)=O)CC2)cc1 (stereo not drawn)
30) COc1cc(OC)cc(C(=O)N[C@H](C(=O)NCCc2ccc(S(N)(=O)=O)cc2)C(C)C)c1

compound no.	21	22	23	24	25	26	27	28	29	30
CCT modulator	1.5	-5.5	x	-12	-0.8	0.1	-0.3	0.0	x	-3.9
Nrf2 inh	21%	u	u	7%	-14%	-3%	-11%	u	22%	-4%
TGFb inhibitor	18%	u	-17%	-2%	2%	16%	-8%	-10%	0%	6%
EPAC2 antagonist	0%	3%	x	-3%	-2%	7%	-21%	13%	x	5%
Akt phos inh	i	i	x	i	i	i	i	i	x	i
A549 tox	9%	0%	14%	2%	u	0%	5%	8%	1%	8%
EPAC2 agonist	9%	-6%	x	2%	13%	6%	9%	5%	x	16%
Mm-Cpn inhibitor	-1%	-1%	x	-1%	-3%	1%	-1%	-1%	x	-7%
Nrf2 activator	-0.4%	-1.9%	u	-0.1%	-0.7%	0.0%	-0.4%	0.5%	0.9%	0.3%

31) C(#CCN1CCOCC1)COC(c1ccccc1)c1ccccc1
32) C/C(=N\NC(=O)c1nnn(-c2nonc2N)c1CSc1ccccc1)c1ccc2c(c1)OCO2
33) Cc1c(C(N)=O)cc([N+](=O)[O-])cc1[N+](=O)[O-]
34) CC(NC(=O)NC(=O)c1ccc(F)cc1)C1CC1 (stereo not drawn)
35) CC(NC(=O)N(Cc1ccccc1)Cc1ccc2c(c1)OCO2)(C(F)(F)F)C(F)(F)F
36) C[C@@H]1COC(=O)[C@H](Cc2ccc(F)cc2)C/C=C\C[C@@H](CC(=O)NCCO)C(=O)N1
37) Cc1nc2ccccc2cc1C(=O)NCc1ccccc1
38) CC1Cc2nc(SCC(=O)NCc3ccco3)n(-c3ccccc3)c(=O)c2S1 (stereo not drawn)
39) Cc1cc2sc(C(=O)O)c(C)c2s1
40) COc1ccc(/C=N/n2cc(-c3ccccc3)nc2N)cc1
41) c1ccc2[nH]c(SCC3CCCCO3)nc2c1 (stereo not drawn)

compound no.	31	32	33	34	35	36	37	38	39	40	41
CCT modulator	-1.6	-0.5	-3.5	0.0	-6.1	0.1	0.0	-0.7	1.4	0.0	-3.2
Nrf2 inh	-5%	9%	-29%	18%	u	11%	u	0%	x	16%	u
TGFb inhibitor	3%	18%	11%	0%	-1%	5%	-3%	1%	u	-23%	-2%
EPAC2 antagonist	-6%	-7%	-5%	6%	-23%	6%	6%	8%	4%	3%	4%
Akt phos inh	i	i	i	i	i	i	i	i	i	i	i
A549 tox	-4%	2%	-8%	-2%	-1%	-4%	-4%	-3%	-4%	0%	0%
EPAC2 agonist	6%	11%	-3%	-2%	12%	-5%	7%	5%	1%	26%	12%
Mm-Cpn inhibitor	-1%	0%	x	1%	0%	0%	x	-2%	-25%	2%	-2%
Nrf2 activator	0.6%	-0.9%	0.1%	-0.4%	0.1%	-0.2%	-0.6%	0.6%	-0.4%	2.4%	0.8%

Of the compounds above, 8 contain an aryl methoxy group:
8) CCn1nc(C)c(CN2CCc3c([nH]c4ccccc34)C2c2ccc(F)c(OC)c2)c1C (stereo not drawn)
16) COc1ccc(CN(C)C(=O)CCCNC(=O)c2ccc(Cl)cc2)cc1
20) COc1ccccc1NC(=O)COc1ccc(C(=O)OCC(=O)N2CCCC2=O)cc1OC
21) COc1ccc2[nH]c(C(=O)N3CCN(C)CC3)c(C)c2c1
25) COc1ccc(CCNC(=O)c2cc3c(=O)n4ccccc4nc3n(C3CCCCC3)c2=N)cc1
29) COc1ccc(N2CCN(C3C(=O)c4ccccc4N3C(C)=O)CC2)cc1 (stereo not drawn)
30) COc1cc(OC)cc(C(=O)N[C@H](C(=O)NCCc2ccc(S(N)(=O)=O)cc2)C(C)C)c1
40) COc1ccc(/C=N/n2cc(-c3ccccc3)nc2N)cc1

compound no.	8	16	20	21	25	29	30	40
CCT modulator	0.8	-2.9	-1.4	1.5	-0.8	x	-3.9	0.0
Nrf2 inh	u	u	-4%	21%	-14%	22%	-4%	16%
TGFb inhibitor	-26%	-6%	0%	18%	2%	0%	6%	-23%
EPAC2 antagonist	-3%	-2%	0%	0%	-2%	x	5%	3%
Akt phos inh	i	i	i	i	i	x	i	i
A549 tox	-5%	-4%	-3%	9%	u	1%	8%	0%
EPAC2 agonist	8%	13%	-1%	9%	13%	x	16%	26%
Mm-Cpn inhibitor	-6%	0%	1%	-1%	-3%	x	-7%	2%
Nrf2 activator	15%	3.5%	0.1%	-0.4%	-0.7%	0.9%	0.3%	2.4%

Screens as filed in PubChem BioAssay.

The list is partial. The share of hits here may be higher or lower than overall.
